Screening data as filed in PubChem.
hgDAF-12 ag = H. glycines DAF-12 receptor agonists, primary screen, cell-based, luminescence, HEK293, GAL4 fusion, UAS-luciferase. 370,000 compounds, 1.8% hits. HEK293 GAL4-hgDAF12 UAS-luciferase reporter, agonist luminescence; normalized to butyrate control. Nuclear hormone receptor DAF-12 (Heterodera glycines), GAL4 fusion. activation, % at 6.8 µM. AID 687014, 2013;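 active means activation above a cutoff set at the mean of all screened compounds plus 3 SD, cut at about 10% in these data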;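 further: 0% = DMSO wells and 100% = sodium butyrate wells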
SMARCA2 act = SMARCA2 (BRM) function activators, primary screen, cell-based, luminescence, high throughput; MG213 cells, MMTV-luciferase reporter, dexamethasone, overnight; activation, % at 9.1 µM; 370,000 compounds, 1% hits; AID 652017, 2013; in the data active means activation above about 7.8%;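 further: 0% = vehicle wells and 100% = reference activator wells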
FXN GAA850 act = FXN promoter activators, primary screen, cell-based, luciferase luminescence, HEK293 lucGAA850. HEK293 lucGAA850 FXN promoter luciferase reporter, 24 h; percent of 10 µM SAHA response. activation, % at 6 µM. 360,000 compounds, 0.56% hits. AID 540364, 2011;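 active means activation above the average of all compounds screened plus 3 SD, cutoff fixed separately per campaign, cut at about 7.5% in these data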;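 further: 0% = DMSO wells and 100% = 10 µM SAHA wells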
PG9 Ab binder = binders of HIV-1 gp120 antibody PG9, primary screen, biochemical, TR-FRET; inhibition, % at 6.7 µM; HIV-1 gp120 / PG9 antibody interaction; 360,000 compounds, 0.43% hits; TR-FRET gp120-PG9 antibody binding; in the data active means inhibition above about 8.5%
hcDAF12 agonist = H. contortus DAF-12 nuclear receptor activators, primary screen, cell-based, luminescence, HEK293, lit1-tk-luc reporter | HEK293 hcDAF-12 lit1-tk-luc reporter; 0% DMSO, 100% Δ7-dafachronic acid | activation, % at 6.8 µM | 370,000 compounds, 1.4% hits | AID 652067, 2013;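 active means activation above the mean of all tested compounds plus 3 SD, cut at about 5.5% in these data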;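 further: 100% = response to 3 µM Δ7-dafachronic acid high control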
DAX1 inh-1 = DAX1 (NR0B1) inhibitors on StAR promoter, primary screen, cell-based, luminescence, SF-1 (NR5A1), full-length DAX-1; HEK293T StAR-luciferase reporter, SF-1/DAX-1 repression relief; inhibition, % at 6.8 µM; 370,000 compounds, 1.1% hits; AID 652010, 2013;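 active means inhibition above the mean over all tested compounds plus 3 SD, cut at about 3.6% in these data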;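 further: 0% = DAX-1 cells with DMSO and 100% = cells lacking DAX-1 with DMSO; higher inhibition means more luminescence from relief of DAX-1 repression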
DAX1 inh-2 = DAX1 (NR0B1) inhibitors, primary screen, cell-based, HEK293, Gal4-DAX1, luciferase luminescence; HEK293 Gal4-DAX1 luciferase reporter; inhibition, % at 6.75 µM; 340,000 compounds, 0.99% hits; AID 504766, 2011;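 active means inhibition above the mean over all tested compounds plus 3 SD, cut at about 4.2% in these data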;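 further: 0% = DAX1-transfected cells with DMSO and 100% = empty-vector control cells with DMSO; inhibition shows as a rise in luminescence from relieved DAX1 repression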
Target sequence (P51843 207-470 limits assumed): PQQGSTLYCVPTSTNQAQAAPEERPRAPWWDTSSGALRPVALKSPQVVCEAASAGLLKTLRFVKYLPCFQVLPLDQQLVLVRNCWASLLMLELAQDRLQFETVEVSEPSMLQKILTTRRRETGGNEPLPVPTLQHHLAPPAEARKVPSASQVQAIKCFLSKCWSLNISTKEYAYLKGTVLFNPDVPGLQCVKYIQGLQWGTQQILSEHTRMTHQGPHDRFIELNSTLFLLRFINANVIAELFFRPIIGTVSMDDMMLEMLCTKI
Rev-erbA mod = modulators of Rev-erb alpha DNA binding, primary screen, biochemical, FITC-DNA, fluorescence polarization, uHTS; AID 1259318, 2017; activity, % at 10 µM; 370,000 compounds, 0.79% hits; Rev-erbα–FITC-DNA binding, 90 min;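 active means activity above about 14%, limit read from the data; passing the limit was not always enough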;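 further: 0% = DMSO wells with 35 nM protein and 100% = DMSO wells with 750 nM protein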
Target sequence (P20393 whole entry, looked up): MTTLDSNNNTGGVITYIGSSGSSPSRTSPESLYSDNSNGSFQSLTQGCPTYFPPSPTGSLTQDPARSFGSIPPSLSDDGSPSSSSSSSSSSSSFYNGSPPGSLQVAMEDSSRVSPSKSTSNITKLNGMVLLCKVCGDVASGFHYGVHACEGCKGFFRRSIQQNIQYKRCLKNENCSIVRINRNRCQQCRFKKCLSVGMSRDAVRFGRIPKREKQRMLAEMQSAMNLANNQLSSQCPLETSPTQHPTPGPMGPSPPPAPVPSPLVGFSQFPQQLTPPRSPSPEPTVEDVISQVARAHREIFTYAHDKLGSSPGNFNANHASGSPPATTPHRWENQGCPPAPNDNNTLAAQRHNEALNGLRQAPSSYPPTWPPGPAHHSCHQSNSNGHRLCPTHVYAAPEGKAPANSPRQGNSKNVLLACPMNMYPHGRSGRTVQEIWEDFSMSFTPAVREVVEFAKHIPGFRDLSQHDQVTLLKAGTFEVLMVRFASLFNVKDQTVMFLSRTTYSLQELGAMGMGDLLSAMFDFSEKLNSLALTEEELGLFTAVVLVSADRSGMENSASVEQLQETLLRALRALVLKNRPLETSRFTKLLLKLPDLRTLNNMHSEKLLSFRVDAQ
PLCb3 inh = human PLC-beta3 inhibitors, primary screen, biochemical, fluorescence | AID 720704, 2013 | 1-phosphatidylinositol 4,5-bisphosphate phosphodiesterase beta-3 (Homo sapiens), Q01970 | inhibition, % at 12.2 µM | Purified PLC-beta3, fluorogenic substrate | 370,000 compounds, 0.18% hits; in the data active means inhibition above about 11%;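 further: 0% = median of compound wells on plate and 100% = full blocker control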
sPLA2-III inh = human group III sPLA2 inhibitors, primary screen, biochemical, QFRET, BODIPY PC-A2 liposome substrate; Group 3 secretory phospholipase A2 (Homo sapiens), Q9NZ20; QFRET BODIPY PC-A2 liposome hydrolysis, fluorescence; inhibition, % at 12.2 µM; 370,000 compounds, 0.56% hits; AID 743126, 2013;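 active means inhibition above mean plus 3 SD of compounds lying within the high and low control bounds, cut at about 19% in these data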;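 further: 0% = median of test compound wells and 100% = no enzyme DMSO wells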
ssDAF12 agonist = S. stercoralis DAF-12 nuclear receptor activators, primary screen, cell-based, luminescence, HEK293, GRIP1 co-expression, lit1-tk-luc; 370,000 compounds, 1% hits; HEK293 ssDAF-12/GRIP1 lit1-tk-luc reporter; % of 3 µM dafachronic acid response; AID 652126, 2013; Nuclear hormone receptor DAF-12 (Strongyloides stercoralis); activation, % at 6.8 µM;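 active means activation above the mean over all tested compounds plus 3 SD, cut at about 0.9% in these data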;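 further: 0% = DMSO-only wells and 100% = 3 µM delta7-dafachronic acid wells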
* = called active by the depositor; . = no result given.

SMILES | hgDAF-12 ag | SMARCA2 act | FXN GAA850 act | PG9 Ab binder | hcDAF12 agonist | DAX1 inh-1 | DAX1 inh-2 | Rev-erbA mod | PLCb3 inh | sPLA2-III inh | ssDAF12 agonist
CN1CCN(C(=O)c2sc(=S)n(-c3ccccc3)c2N)CC1 | 0.0 | 0 | 2.2 | 0.1 | -0.3 | -0.2 | -0.3 | -1 | 4 | 0 | -1.3
Cc1cc(O)ccc1NS(=O)(=O)c1ccc2c3c(cccc13)C(=O)N2 | -2.1 | -1 | 0.3 | 1.6 | -1.7 | -0.1 | 1.0 | -1 | -29 | -8 | -1.1
NC(=O)c1cccc(-c2coc3c(C(=O)NC4CCCCC4)cccc23)c1 | -5.3 | -4 | 0.6 | -1.3 | -1.1 | -3.4 | . | 4 | -2 | 4 | -2.0
CCCC#Cc1cnc2c(c1)C(=O)N([C@H](C)CO)C[C@@H](C)[C@@H](CN(C)C(=O)Nc1cccc(F)c1)O2 | 1.4 | -1 | -0.2 | 1.0 | -0.6 | 1.2 | -0.7 | -1 | 1 | -5 | -0.6
CCCS(=O)(=O)NC(=O)C1(C)CCN(C(=O)c2cccc3ccccc23)C1 (stereo not given) | -1.3 | 0 | 0.4 | 0.3 | -0.5 | -0.2 | . | -3 | 2 | -2 | -1.1
Cc1cc(Br)ccc1OCCNCc1ccccc1 | 0.4 | -2 | 3.4 | -0.5 | 0.5 | 0.3 | 0.8 | -1 | 2 | 0 | 0.0
Nc1ccc(Oc2c(Cl)cccc2Cl)nc1 | -1.6 | -2 | -1.1 | 0.0 | -2.2 | -0.3 | 0.3 | 1 | -8 | 15 | -0.9
C[C@@H](NC(=O)Cn1ccc(NC(=O)OCc2ccccc2)nc1=O)c1cccc2ccccc12 | 0.1 | 0 | 0.4 | 0.8 | -1.1 | -0.6 | -0.7 | -8 | -2 | -32 | -1.2
CCc1nnc(NC(=O)c2ccc(OCc3c(C)noc3C)c(OC)c2)s1 | -4.5 | 2 | -2.3 | -2.0 | -1.8 | -0.3 | 1.4 | -4 | -5 | -3 | -2.0
O=C1c2ccccc2C(=O)N1CCc1nc(-c2cccnc2)no1 | 3.6 | 0 | 0.2 | -2.7 | -0.7 | -0.3 | 1.0 | 0 | -5 | 5 | -0.2
O=C(COC(=O)c1ccc2ncsc2c1)Nc1ccc(Cl)cc1 | 1.7 | 0 | 2.6 | -0.7 | 0.0 | -0.2 | 0.0 | 6 | -6 | -11 | -0.4
COCCCn1c(=O)c2sccc2n2c(CCCC(=O)NCc3ccc(F)cc3)nnc12 | 2.2 | -1 | 1.9 | 1.0 | -1.1 | -1.0 | -0.1 | 2 | -8 | 6 | -1.5
COc1c(Cl)cc(Br)c(OC)c1C(=O)NC(=O)Nc1nc(C)cc(C)n1 | -3.2 | -5 | 1.8 | 0.3 | -0.2 | 0.1 | 0.9 | 0 | 1 | 7 | 0.4
COc1ccc(Cl)cc1NC(=O)C(=O)NC1CCCCCC1 | -1.2 | 0 | 0.1 | -2.9 | -2.0 | -0.1 | -0.1 | -1 | 1 | 0 | -1.3
NC(=O)c1ccc(NC(=O)CSc2nnc(-c3cccnc3)n2Cc2ccco2)cc1 | 1.5 | 2 | -1.9 | 1.5 | -1.3 | 0.4 | 0.9 | -6 | -5 | 6 | -0.8
CCOc1ccc(CCNC(=O)C2CCN(C(=O)N(C)C)CC2)cc1OCC | -1.2 | -3 | -3.2 | -0.9 | -0.5 | -0.1 | 0.3 | -2 | 3 | -4 | -0.8
CCOc1cc(S(=O)(=O)n2ccnc2)ccc1Cl | -1.8 | 0 | 0.8 | 0.9 | -0.1 | 0.5 | 3.4 | -6 | -3 | 5 | -0.3
CC(=O)c1ccc(N(C)C)cc1 | -0.1 | 0 | -0.2 | -0.5 | -2.6 | 0.0 | 0.6 | 3 | 3 | -2 | -1.3
Cc1c(C(=O)Cc2ccccc2)n(C)c2ccccc12 | 5.1 | 4 | 1.1 | 0.3 | 0.5 | 1.2 | -0.4 | -2 | -56 | -31 | -0.7
S=C(Nc1ccccc1)N1CCc2ccccc21 | -1.3 | -3 | 2.8 | -2.0 | 0.2 | 0.2 | 2.5 | -9 | -5 | 2 | -0.2
COc1ccc2c(c1)OC[C@H]1[C@H]2N2C(=O)c3ccc(F)cc3NC(=O)[C@@]2(C)[C@H]1c1ccccc1 | 3.7 | 0 | -7.9 | -0.1 | 1.0 | 0.5 | 0.4 | -2 | -8 | 38* | -1.1
COc1ccc2[nH]c(=O)c(C(=O)O)cc2c1 | -0.4 | -4 | 0.7 | 0.5 | -0.5 | 0.4 | 0.4 | -4 | -296 | -2 | -1.5
COc1ccc(-n2ccnc(SCC(=O)NCc3ccccc3Cl)c2=O)cc1 | -2.3 | 0 | -1.4 | 0.0 | -2.9 | 0.3 | 0.3 | 5 | -48 | 1 | -0.9
Cc1ccn(CCNC(=O)C2CCC(=O)N(CCc3ccc(Cl)cc3)C2)n1 (stereo not given) | 0.5 | 0 | 1.2 | -1.6 | -1.3 | 1.5 | 0.8 | -7 | -2 | -2 | -0.7
Cc1ccc(S(=O)(=O)NCC(c2ccc3c(c2)OCO3)N2CCN(c3ccccc3)CC2)cc1 (stereo not given) | -1.0 | -2 | 0.8 | 2.4 | -0.2 | 0.3 | 0.0 | 4 | -4 | 3 | -0.4
CC(C)Cc1nnc(NC(=O)C2CCN(C(=O)c3ccc(F)cc3)CC2)s1 | 1.1 | -1 | 0.1 | -0.1 | -0.1 | -0.5 | 0.9 | 1 | -6 | -3 | -0.2
Cc1ccc(C2(C)NC(=O)N(CC(=O)Nc3ccccc3C(=O)N3CCCCC3)C2=O)cc1 (stereo not given) | -2.7 | -1 | 0.6 | 0.6 | -1.4 | -0.1 | -0.7 | -1 | -4 | 3 | -1.3
Cc1ccc2c(c1)C(c1ccccc1)N(C(=O)c1ccc(Br)o1)CC(=O)N2 (stereo not given) | -0.6 | -2 | -2.1 | 0.6 | 1.8 | 0.5 | 0.3 | -4 | 4 | 9 | -0.8
CCC(C)N1CCNCC1 (stereo not given) | -2.5 | -1 | 0.3 | -1.7 | -1.3 | 0.3 | 0.9 | -1 | -2 | 6 | -1.5
COc1cc(NC(=O)C/C(C)=N/NC(=O)C2CCCCC2)c(OC)cc1Cl | 0.5 | -1 | 1.5 | -0.8 | -1.2 | -0.4 | -0.1 | 4 | -4 | -12 | -1.0
Cc1ccc(/C=N/NC(=O)c2ccc3nc[nH]c3c2)o1 | 1.5 | -6 | -0.8 | -2.0 | 1.6 | 0.4 | 0.8 | 2 | -8 | 21* | -0.7
CCC(=O)c1ccc(OC(=O)C2CCN(C3=NS(=O)(=O)c4ccccc43)CC2)cc1 | -0.4 | -1 | -0.6 | 0.1 | -1.6 | -0.1 | 0.0 | -3 | -8 | 10 | -1.4
CCOc1ccc(CCN2C(=S)N([C@@H](CC(C)C)CN3CCCC3CN3C(=S)NC[C@@H]3Cc3ccc(O)cc3)C[C@@H]2CC(C)C)cc1 (stereo not given in full) | 1.5 | 1 | -1.1 | -1.8 | 0.2 | -1.0 | 1.0 | 0 | 3 | -34 | -1.0
Cc1cccc2cc(C(c3nnnn3C3CCCC3)N3CCOCC3)c(=O)[nH]c12 (stereo not given) | -0.1 | -2 | -1.3 | -3.6 | 2.2 | -0.4 | -0.5 | 8 | 0 | 2 | -1.4
NS(=O)(=O)c1ccccc1NC(=O)c1c(O)c2ccccc2[nH]c1=O | 8.4 | 9.9* | 3.5 | -1.2 | 15* | 2.5 | 4.6* | 3 | -5 | 6 | 1.9*
CCC(C)[C@@H](N)C(=O)N/N=C/c1ccc2ncccc2c1 (stereo not given in full) | -3.5 | -3 | 0.6 | -0.5 | 0.3 | -0.6 | -0.5 | 2 | 2 | 9 | -1.8
CCOc1ccc(CN2CCN(Cc3cccn3-c3nccs3)CC2CCO)cc1 (stereo not given) | -1.1 | 1 | 0.9 | -2.3 | 0.3 | 0.4 | 3.4 | -1 | -5 | -7 | -1.5
COc1cc([N+](=O)[O-])ccc1NC(=O)COC(=O)c1ccc(NC(N)=O)cc1 | 2.9 | -1 | -0.4 | -0.2 | -1.0 | -0.5 | -0.8 | -13 | -13 | 4 | -1.3
OCC1SC(O)C(O)C(O)C1O (stereo not given) | 3.4 | 2 | . | -1.3 | 0.4 | 0.4 | . | -3 | 6 | -1 | -1.4
COc1ccccc1CCNC(=O)C(=O)c1cn(CC(=O)N2CCCC2)c2ccccc12 | 8.1 | 3 | 3.6 | -1.3 | 2.2 | 0.7 | 0.4 | -3 | -6 | -12 | 0.2
c1ccc(-c2cc(N3CCOCC3)nc(-c3ccccc3)n2)cc1 | 0.5 | 3 | 0.6 | 0.3 | -0.3 | 0.5 | -0.1 | 3 | -34 | -1 | -0.6
O=C(Nc1nccs1)C1CC(=O)N(Cc2ccco2)C1 (stereo not given) | 9.4 | 0 | -2.4 | -1.4 | 0.8 | 0.3 | 1.7 | -2 | 0 | 0 | -1.1
O=C(CSc1nnc(C2COc3ccccc3O2)o1)N1CCCCC1 (stereo not given) | 1.1 | 0 | 3.2 | 0.4 | 0.4 | 0.6 | 0.6 | -6 | -1 | -5 | -0.4
CCOc1ccc(-c2nc(CCl)cs2)cc1OC | 1.1 | -1 | 0.3 | -0.5 | 1.9 | 0.9 | 1.3 | 6 | -16 | 4 | -1.1
C=CCSc1ncc(C#N)c(N)n1 | -0.5 | -3 | 1.1 | 7.2 | -1.2 | -0.5 | 0.8 | 1 | 3 | 6 | -1.2
CCNC(=O)c1sccc1-n1cccc1 | -1.2 | 4 | -0.5 | -0.2 | 0.7 | -0.3 | 0.0 | -3 | 4 | 7 | -0.8
COc1ccc(CNC(=O)C2CCN(S(=O)(=O)c3ccc(N4CCCC4=O)cc3)CC2)cc1 | 1.3 | 2 | -0.4 | -0.4 | -0.1 | -0.3 | 1.3 | -2 | 3 | 1 | -0.9
